Bioassay records as filed in PubChem.
thrombin 1536 – thrombin (human) inhibition; P00734; alpha-thrombin, Boc-VPR-AMC fluorogenic substrate cleavage; inhibition, % at 5 µM; 0.26% of 220,000 active; AID 1046;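 active means inhibition at or above 40%; inactive means inhibition below 40%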;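 further: 0% = enzyme with no compound and 100% = wells without enzyme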
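Test system: human alpha-thrombin protein / Dosing: one concentration per compound, 5 µM, with 0.2% DMSO / Medium: pH 7.5 Tris-saline with Tween 20 / Benchmarks: no-compound enzyme wells and no-enzyme blanks / Read-out basis: percent inhibition of thrombin substrate cleavage / Timing: reaction at room temperature / Measured by: fluorescence, ex 355 nm, em 460 nm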
p47phox inh – blocks human p47phox regulatory protein of NADPH oxidases; 0.53% of 220,000 active; inhibition, % at 24.7 µM; p47phox/p22phox peptide binding, fluorescence polarization, 2 h; AID 1274;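 further: 0% = p47phox with labelled peptide and 100% = labelled peptide alone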
Furin inh – human furin inhibition. P09958. inhibition, % at 30 µM. 0.061% of 220,000 active. purified furin, fluorogenic substrate cleavage. AID 463115; in the data active means inhibition above about 25%; further: inactives centre near -15
hK5 inh – kallikrein 5 (human) inhibition; 0.59% of 210,000 active; inhibition, % at 5 µM; AID 873; recombinant hK5, fluorogenic AMC substrate cleavage;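 active means inhibition of 40% or more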;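 further: 0% = enzyme controls without compound and 100% = no-enzyme blanks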
Target sequence (Q9Y337 67-293 limits assumed): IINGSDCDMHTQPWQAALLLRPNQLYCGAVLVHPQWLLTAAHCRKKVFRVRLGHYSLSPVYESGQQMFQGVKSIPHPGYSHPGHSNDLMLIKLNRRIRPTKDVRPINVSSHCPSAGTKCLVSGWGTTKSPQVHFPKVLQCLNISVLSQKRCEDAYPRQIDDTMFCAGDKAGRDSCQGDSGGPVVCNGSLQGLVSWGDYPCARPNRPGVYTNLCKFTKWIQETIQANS
Cl transport mod – KCC2 (human) Cl- transport modulation | Q9H2X9 | KCC2 cells, thallium flux FluoZin-2 fluorescence | B-score of Tl+ flux slope (higher = more flux/activation; lower = inhibition) at 10 µM | 2.2% of 190,000 active;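 active means thallium flux slope and its plate-corrected score both differing from the plate sample mean at a set confidence after two filtering rounds, in either direction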;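 further: slope of fluorescence scaled to starting intensity during 10 to 20 s after thallium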
Rad51 HR inh – Rad51 (human) homologous recombination inhibition; Q06609; hRad51 DNA strand exchange, fluorescence dequenching; inhibition, % at 10 µM; 0.085% of 200,000 active;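 active means inhibition above 40% at the single screening dose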;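 further: 0% = DMSO control wells and 100% = blanks with heterologous ssDNA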
Target sequence (Q06609 whole entry, looked up): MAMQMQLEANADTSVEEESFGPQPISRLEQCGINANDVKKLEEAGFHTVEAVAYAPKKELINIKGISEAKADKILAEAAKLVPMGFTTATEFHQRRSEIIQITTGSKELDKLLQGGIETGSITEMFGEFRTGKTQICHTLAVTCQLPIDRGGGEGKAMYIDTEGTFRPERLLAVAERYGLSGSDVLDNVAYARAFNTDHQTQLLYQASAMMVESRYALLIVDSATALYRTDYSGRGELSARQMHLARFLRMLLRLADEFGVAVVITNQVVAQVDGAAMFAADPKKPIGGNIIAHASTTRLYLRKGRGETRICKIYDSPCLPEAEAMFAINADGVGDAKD
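Read-out basis: percent inhibition relative to plate controls and blanks / Assay system: human Rad51 nucleoprotein filaments preassembled on unlabelled ssDNA / Timing: filaments 15 min 37 °C, then compound 30 min / Control set: per-plate controls and blanks / Technique: fluorescence dequenching at 485/520 nm / Compound: 10 µM final, single point / Also added: Fluorescein- and BHQ1-tagged 47-mer duplex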
14-3-3 Bad PPI – disrupts binding of bovine 14-3-3 zeta to phospho-Bad peptide. 0.71% of 220,000 active. TR-FRET 14-3-3zeta/Dy647-pBad peptide displacement, 1 h. inhibition, % at 21.7 µM. AID 781. P63103;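 active means inhibition above about 70%, limit read from the data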;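 further: 0% = full 14-3-3 plus peptide FRET controls and 100% = background without 14-3-3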
Target sequence (P63103 whole entry, looked up): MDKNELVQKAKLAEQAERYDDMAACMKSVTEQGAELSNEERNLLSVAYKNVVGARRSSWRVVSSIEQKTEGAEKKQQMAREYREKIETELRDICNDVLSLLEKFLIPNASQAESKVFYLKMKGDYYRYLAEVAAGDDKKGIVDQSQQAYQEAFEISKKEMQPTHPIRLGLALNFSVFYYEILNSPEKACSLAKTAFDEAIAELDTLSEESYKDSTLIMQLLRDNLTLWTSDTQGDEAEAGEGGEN
eIF4E-4G inh – blocks eIF4E binding to eIF4G. TR-FRET eIF4E-eIF4GI(517-606) binding, 2 h. inhibition, % at 21.7 µM. 0.37% of 220,000 active. P63073+Q04637;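 further: 0% = full FRET control wells and 100% = background wells lacking eIF4GI fragment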
EBV gp42 block – EBV gp42 inhibition | Q1HVG2 | Fluorescence polarization binding assay, mP read-out | inhibition, % (tested at 21.74 µM) | 0.42% of 220,000 active | AID 1085; in the data active means inhibition above about 50%
Target sequence (Q1HVG2 whole entry, looked up): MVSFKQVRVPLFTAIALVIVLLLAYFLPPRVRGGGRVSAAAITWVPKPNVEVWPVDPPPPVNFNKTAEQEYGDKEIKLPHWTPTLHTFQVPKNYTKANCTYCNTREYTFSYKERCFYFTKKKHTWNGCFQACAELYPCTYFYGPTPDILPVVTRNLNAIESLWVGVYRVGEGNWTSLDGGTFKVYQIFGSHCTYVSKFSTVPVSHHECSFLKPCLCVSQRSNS
* marks the source's active call; other numbers are inactive results; i = inactive; x = not tested or not shown; [ ] = dose if it differs, or a comment.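 How the source made its calls, unless noted: active means inhibition above about 30% (limit read from the data); inactive means the rest.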

nr | 14-3-3 Bad PPI | Cl transport mod | thrombin 1536 | eIF4E-4G inh | Furin inh | Rad51 HR inh | hK5 inh | EBV gp42 block | p47phox inh | molecule
1 | -1[fluorescence artefact?] | 0.017 | 4 | -9[fluorescence artefact?] | -14[20 µM] | -4 | 2 | -18 | -17 | Cc1cnc(NC(=O)CSc2nnc(Cc3ccccc3)n2C)s1
2 | -6[fluorescence artefact?] | -0.48 | 2 | -12 | -16 | 3 | -5 | -5 | -1 | COc1cc(C(=O)OCC(=O)NC2CCCC2)cc(NC(=O)c2ccco2)c1OC
3 | -13 | -1.3 | -5 | 3[fluorescence artefact?] | -22 | x | -11 | -6 | -11 | CCc1ccccc1NC(=O)CN(C)C(=O)CSc1nnc(Nc2cccc(C)c2C)s1
4 | 4 | -0.079 | 4 | 3[fluorescence artefact?] | -14 | 8 | 1 | -16 | 4 | CCOC(=O)C1(C(F)(F)F)N=C(N(C)C)OC(N(C)C)=N1
5 | 6 | 0.29 | -1 | 1 | 0 | -20 | 0 | -27 | -12 | C=CCNC(=S)NCc1ccccc1
6 | 2 | -1 | -1 | 1 | -19 | 14 | 2 | -13 | -15 | Cc1noc(C)c1NC(=O)NC(c1ccccc1)c1ccccc1
7 | -7 | x | -1 | 0 | -21 | -13 | 3 | 1 | -5 | Cc1cc(CC(=O)O)c(C)cc1CC(=O)O
8 | 7 | -0.85 | 10 | 3 | -23[20 µM] | 0 | 11 | 3 | -2 | COc1ccc(C(=O)CC(c2ccccc2)C2CCCCC2=O)cc1 (centres undefined)
9 | -3 | 0.44 | -9 | 2 | -26 | 4 | -5 | -13 | 2 | COc1ccccc1NC(=O)c1ccc(-n2cncn2)nc1
10 | -1 | -0.61 | -1 | -3 | -14 | -5 | 3 | -10 | 2 | COc1ccc2cc3c(N)nn(C(=O)c4ccccc4Cl)c3nc2c1
11 | -11 | 0.099 | 2 | -4 | -36 | -5 | -2 | -19 | -6 | COCCN(C(=O)CSc1nnc(-c2ccccc2C)n1C)c1c(N)n(Cc2ccccc2)c(=O)[nH]c1=O
12 | 15 | x | -3 | 3 | -20 | 0 | -30 | -12 | 2 | Cc1ccc(-c2nnc(CSc3nnc(C)s3)o2)cc1
13 | 5 | -0.0077 | -5 | -3 | -15[20 µM] | -6 | 9 | -6 | -7 | COc1ccccc1NC(=O)c1ccccc1SC
14 | -10 | -0.6 | -3 | 5 | -8 | 2 | -8 | 11 | -20 | CCc1nnc(NS(=O)(=O)c2ccc(N/C=C\C(=O)c3ccc4ccccc4c3)cc2)s1
15 | 16[fluorescence artefact?] | 1.3 | 0 | -3 | -12 | -14 | -4 | -2 | -4 | COc1ccc(N(C(=O)CCl)C(C(=O)NC2CCCCC2)c2cccnc2)cc1 (centres undefined)
16 | -13 | -0.6 | -16 | -2 | -5 | -1 | -17 | 0 | -8 | Cc1ccc(NC(=O)c2sccc2C)cc1[N+](=O)[O-]
17 | -2 | 0.11 | -7 | -1 | -11 | 7 | -12 | 0 | -8 | Cc1ccc(S(=O)(=O)CCSC(=N)N)cc1
18 | 3[fluorescence artefact?] | x | -7 | -14[fluorescence artefact?] | -26 | x | -27 | -4 | -10 | N#Cc1nc(-c2ccc(OCc3ccccc3Cl)cc2)oc1NCCCn1ccnc1
19 | -4 | 0.71 | -1 | -4 | -38 | 6 | 2 | -15 | -2 | O=C(CSc1ncn[nH]1)NC1CCCc2ccccc21 (centres undefined)
20 | -4 | x | 4 | -4 | -25 | 2 | -1 | 90* | -4 | C=CCn1c(C)cc(C(=O)COC(=O)COc2ccccc2C#N)c1C

6 records picked at random from the list so far:
nr | 14-3-3 Bad PPI | Cl transport mod | thrombin 1536 | eIF4E-4G inh | Furin inh | Rad51 HR inh | hK5 inh | EBV gp42 block | p47phox inh | molecule
6 | 2 | -1 | -1 | 1 | -19 | 14 | 2 | -13 | -15 | Cc1noc(C)c1NC(=O)NC(c1ccccc1)c1ccccc1
19 | -4 | 0.71 | -1 | -4 | -38 | 6 | 2 | -15 | -2 | O=C(CSc1ncn[nH]1)NC1CCCc2ccccc21 (centres undefined)
11 | -11 | 0.099 | 2 | -4 | -36 | -5 | -2 | -19 | -6 | COCCN(C(=O)CSc1nnc(-c2ccccc2C)n1C)c1c(N)n(Cc2ccccc2)c(=O)[nH]c1=O
7 | -7 | x | -1 | 0 | -21 | -13 | 3 | 1 | -5 | Cc1cc(CC(=O)O)c(C)cc1CC(=O)O
16 | -13 | -0.6 | -16 | -2 | -5 | -1 | -17 | 0 | -8 | Cc1ccc(NC(=O)c2sccc2C)cc1[N+](=O)[O-]
9 | -3 | 0.44 | -9 | 2 | -26 | 4 | -5 | -13 | 2 | COc1ccccc1NC(=O)c1ccc(-n2cncn2)nc1

The results go on:
nr | 14-3-3 Bad PPI | Cl transport mod | thrombin 1536 | eIF4E-4G inh | Furin inh | Rad51 HR inh | hK5 inh | EBV gp42 block | p47phox inh | molecule
21 | -9 | x | 3 | -9 | -8[20 µM] | -10 | -5 | -10 | -39 | COc1ccc(NC(=O)Nc2ccc3c(c2)N(C)C(=O)CS3)cc1Cl
22 | 9 | 1.4 | 0 | 23 | -23 | -54 | -7 | -14 | -17 | C/C(=N\NC(=S)NCc1ccccc1)c1ccc(C(C)(C)C)cc1
23 | 10 | 1.3 | 1 | 0 | -7 | 0 | -5 | -6 | -4 | Cc1ccnc(NC2c3ccccc3C(=O)N2Cc2ccccc2Cl)c1 (centres undefined)
24 | 4[fluorescence artefact?] | 1.2 | 0 | -1[fluorescence artefact?] | -8[20 µM] | -2 | -20 | -12 | -1 | CCN(CC)c1ccc(/C=N/NC(=O)OC)c(O)c1
25 | -9 | -0.49 | 0 | -7 | -10 | -3 | -6 | 0 | -12 | N/C(CC(=O)Nc1ccc(F)cc1F)=N\OC(=O)c1cccs1
26 | 1 | 0.028 | 2 | -1 | -8 | -4 | -1 | -6 | -4 | O=C(c1ccco1)N1CCN(C(=O)c2snc3ccc(Cl)cc23)CC1
27 | 2 | -1.1 | 1 | 4[fluorescence artefact?] | -19 | -3 | 8 | -6 | -13 | CCOC(=O)C1CCN(C(=O)c2ccc(OCC)c(OCC)c2)CC1
28 | 2[fluorescence artefact?] | -1.1 | -3 | 8 | -23 | 0 | -14 | 2 | -15 | CCN1C(=O)c2ccccc2S(=O)(=O)c2ccc(C(=O)NCc3cccnc3)cc21
29 | 33 | -0.27 | 2 | 5[fluorescence artefact?] | -7[20 µM] | -8 | -5 | -3 | 0 | CCC(C)NCCCOc1cc(Cl)ccc1Cl (centres undefined)
30 | -15 | -0.45 | -9 | 4 | -28 | -6 | -4 | -9 | 6 | COc1ccc(C(=O)C2CCCN(C3Cc4ccccc4C3)C2)c(OC)c1 (centres undefined)
31 | -1 | -0.91 | 4 | -3 | -3 | 11 | -2 | 8 | 4 | O=C(CCCn1c(SCc2cc(=O)n3ccccc3n2)nc2ccccc2c1=O)NCC1CCCO1 (centres undefined)
32 | -9 | x | -3 | -2 | -11 | 9 | -3 | -6 | -6 | Cc1cc(C(=O)N/N=C/c2cccnc2)n[nH]1
33 | -2 | 2.8* | -4 | -6 | -16 | x | -12 | -3 | -4 | CN(C)CCCNc1ccc(S(N)(=O)=O)cc1[N+](=O)[O-]
34 | 2 | -1 | -6 | 2 | -24 | -4 | -12 | -8 | 2 | CCOC(=O)c1ccc2[nH]c(C)cc(=O)c2c1
35 | -8 | 0.016 | 3 | -7 | -7[20 µM] | -5 | -3 | -15 | -10 | OCCNC(=S)NC1CCCCC1
36 | 4 | 1.9 | 6 | 6 | -21 | -34 | 4 | -17 | -1 | CN(C(=O)CSc1nc2cc(C(=O)O)ccc2c(=O)n1Cc1ccccc1)C1CCS(=O)(=O)C1 (centres undefined)
37 | 6 | -2.2 | -10 | -9 | -25 | 0 | -9 | -11 | -17 | CCC(=O)Nc1cc(NC(=O)CSc2ncc(-c3ccc(F)cc3)n2Cc2ccco2)ccc1C
38 | -9 | 0.25 | -7 | 9 | -9 | -46 | -19 | -11 | -10 | COc1ccc(Cc2nnc(NC(=O)CSc3ccc(C)cc3)s2)cc1
39 | -9 | -0.74 | -5 | 3 | 1 | -5 | 1 | 7 | -4 | CC(=O)C1=C(O)C(=O)N(c2cccnc2)C1c1cccc([N+](=O)[O-])c1 (centres undefined)
40 | 7 | 0.8 | 2 | 1 | -21 | x | 4 | 6 | -10 | CN(C(=O)COc1nnc(-c2cccs2)c(-c2cccs2)n1)c1ccccc1
41 | 6 | -0.078 | 1 | 0 | -17[20 µM] | 10 | -6 | 2 | -4 | CC(=O)Cc1nsc(NC(=O)c2ccc(Br)o2)n1
42 | -2 | -0.025 | -10 | -1 | -7[20 µM] | -2 | 2 | -16 | -5 | COc1ccc(CNC(=O)C2CCCN(S(=O)(=O)c3cc(C)ccc3OC)C2)cc1 (centres undefined)
43 | -14 | 0.089 | -16 | -2 | -17 | 1 | -4 | -6 | -9 | NC1=NC(=O)/C(=C\c2cccnc2)S1
44 | -5 | -0.03 | 0 | -1 | -16 | -6 | -4 | 10 | -3 | S=C(Nc1ccc(Nc2ccccc2)cc1)NC1CCCCCC1
45 | 1 | -0.42 | 9 | 0 | 13[20 µM] | -9 | 21 | -15 | -2 | COc1ccc(CCNC(=O)CSc2nnc(CNC(=O)c3cccs3)o2)cc1OC
46 | -24 | -0.15 | -4 | -2 | -4 | 1 | -20 | -41 | 1 | CCN(C(C)=O)N(CC)c1nc(Cl)nc(NC(C)C)n1
47 | 1 | 0.033 | -10 | 6 | 2 | x | -3 | -6 | -6 | CN1CCN(C(=S)c2ccc(-c3cccc([N+](=O)[O-])c3)o2)CC1
48 | 75* | -0.046 | 4 | -7[fluorescence artefact?] | -30 | -4 | -3 | -8 | -7 | O=C(C(c1ccccc1)c1ccccc1)N1CCN(Cc2ccncc2)CC1
49 | -8 | -0.35 | 4 | 0 | -1 | -2 | 1 | -11 | -9 | Cc1nnc(SCC(=O)N2CCN(S(=O)(=O)c3ccccc3)CC2)n1Cc1ccccc1
50 | -34 | i | 4 | 25 | -26 | i | -4 | 133* | -98 | CCN(CC)S(=O)(=O)c1ccc(C(=O)OCCN2C(=O)c3cccc4c(N5CCOCC5)ccc(c34)C2=O)cc1
51 | -1 | 0.53 | -4 | 2 | -33[20 µM] | 4 | 2 | 11 | -8 | COc1ccc(NC(=O)C23CCC(C)(C(=O)O2)C3(C)C)cc1 (centres undefined)
52 | -4 | x | -3 | 2 | -6 | -86 | -1 | -10 | -1 | CNc1ccc(C(=O)c2ccccc2C(=O)O)cc1[N+](=O)[O-]
53 | 89*[fluorescence artefact?] | 0.49 | -1 | 21 | 1 | -120 | -56 | 112* | 34* | Cc1ccccc1C(=O)Nc1ccc2c(C#N)c3nc4ccccc4nc3n2c1
54 | 77* | -0.18 | -6 | 7 | -10[20 µM] | 2 | 2 | 29 | 33* | O=C(Nc1cnn(C23CC4CC(CC(C4)C2)C3)c1)c1cnn2c(C(F)(F)F)cc(-c3ccco3)nc12
55 | 3 | x | 1 | -2 | -8 | -1 | 8 | 10 | -6 | CCCCOC(=O)CSC1=C(C#N)C(c2ccccc2OC)C(C#N)C(=O)N1 (centres undefined)
56 | -2 | -0.0043 | -6 | 1 | -13[20 µM] | 8 | -1 | -8 | -5 | Cc1oc2cc(OCC(=O)O)ccc2c(=O)c1Oc1ccccc1
57 | 27 | 1.1 | -2 | -1 | -17[20 µM] | 1 | -14 | -15 | -7 | CCN(CC)CCSc1nc(O)c(C(C)C)c(=O)[nH]1
58 | -1 | 0.22 | 0 | -4 | -24 | 28 | -5 | 1 | -8 | COC(=O)c1ccc(COC(=O)c2nn(C)c(=O)c3ccccc23)cc1
59 | -2 | 0.18 | 0 | 2 | -23 | 3 | -9 | -23 | -13 | O=C(Cn1cc2c(n1)CCCCC2)NCCCN1CCOCC1

An unsorted share of the library; any-hit rate near 4.7%.
